# Screens (PubChem BioAssay)
# A549 viability – kills or reduces viability of A549 cells in Nrf2 counter-screen; A549 ARE-Fluc cells, CellTiter-Fluor viability, 18-24 h; Potency, µM (highest dose often 46 µM), without a hit: at the top dose activity change, negative = cytotoxicity, most hits filed as inhibitors; 390,000 compounds, 0.16% hits; AID 504648; also: potency is read from the fitted curve at half-maximal effect; % is scaled to controls: 0 for no effect and ±100 for the full control effect
#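 A549 ARE_Fluc cells in 5% FBS OPTI-MEM were exposed to compounds in concentration-response for 18-24 h at 37 deg C. Viability was read by CellTiter-Fluor fluorescence (Ex 405/Em 525) after 30 min, before the luciferase read.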
# Nrf2 block – Nrf2 pathway inhibition | Potency, µM (series often up to 46 µM), for the others: top-dose activity change, negative = inhibition, hits mostly inhibitors | A549 ARE-Fluc reporter, luciferase luminescence, 18-24 h | 360,000 compounds, 2.1% hits; also: potency is read from the fitted curve at half-maximal effect; % is scaled to controls: 0 for no effect and ±100 for the full control effect; nearly all actives have a fitted effect of over 60% in size
#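 Nrf2 activity is the BugLite luminescence, read 15 min after reagent at room temperature, following CellTiter-Fluor cytotoxicity readout (30 min, 37C). Compound titrations were applied for 18-24 h to 5000 A549 ARE_Fluc cells/well in 5% FBS OPTI-MEM.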
# EPAC2 ag – EPAC2 (human) agonism; Potency, µM (top dose mostly 154 µM), inactives show top-dose activation, most hits filed as activators; Q8WZA2; EPAC2 activation, biochemical qHTS; response scale: 100% = 6.5 mM cAMP response; 360,000 compounds, 0.079% hits; AID 720711; also: potency is read from the fitted curve at half-maximal effect; nearly all actives have a fitted effect of over 50% in size
# Target sequence (Q8WZA2 whole entry, looked up): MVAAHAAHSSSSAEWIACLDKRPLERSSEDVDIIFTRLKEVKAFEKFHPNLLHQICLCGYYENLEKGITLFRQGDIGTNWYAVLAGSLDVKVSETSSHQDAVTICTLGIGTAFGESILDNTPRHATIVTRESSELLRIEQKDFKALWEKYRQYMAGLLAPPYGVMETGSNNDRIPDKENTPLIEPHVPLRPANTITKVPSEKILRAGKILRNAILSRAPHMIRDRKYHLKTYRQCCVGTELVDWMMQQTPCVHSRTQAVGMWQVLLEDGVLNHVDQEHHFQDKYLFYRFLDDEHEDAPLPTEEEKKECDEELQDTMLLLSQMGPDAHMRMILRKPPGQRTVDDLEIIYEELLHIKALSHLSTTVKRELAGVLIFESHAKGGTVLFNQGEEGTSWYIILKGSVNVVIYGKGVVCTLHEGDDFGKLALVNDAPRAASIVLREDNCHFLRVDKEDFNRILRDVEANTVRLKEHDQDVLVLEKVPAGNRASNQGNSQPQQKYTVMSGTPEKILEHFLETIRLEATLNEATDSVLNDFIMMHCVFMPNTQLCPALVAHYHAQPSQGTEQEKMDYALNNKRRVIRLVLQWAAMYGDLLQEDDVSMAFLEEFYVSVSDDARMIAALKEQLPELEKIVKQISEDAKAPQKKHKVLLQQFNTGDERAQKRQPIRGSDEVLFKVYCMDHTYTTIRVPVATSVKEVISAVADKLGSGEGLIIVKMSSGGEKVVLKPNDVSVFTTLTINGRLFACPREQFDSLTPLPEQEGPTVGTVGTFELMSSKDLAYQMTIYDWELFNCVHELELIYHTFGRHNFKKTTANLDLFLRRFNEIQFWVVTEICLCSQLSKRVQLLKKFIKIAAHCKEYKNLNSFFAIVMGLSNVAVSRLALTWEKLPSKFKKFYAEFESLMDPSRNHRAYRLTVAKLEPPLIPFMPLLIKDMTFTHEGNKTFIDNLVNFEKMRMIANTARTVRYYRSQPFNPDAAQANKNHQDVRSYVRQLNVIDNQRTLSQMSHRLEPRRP
#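 Setup: EPAC2 100 nM, labeled Rap1B complex 250 nM, free GDP 50 uM. Compound titrations pinned in, brief spin, 5 min room temperature incubation. Kinetic fluorescence read over 30 min, normalized to 6.5 mM cAMP.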
# ATXN viability – viability counter-screen for ATXN expression inhibitors; S2 cells (HEK-293 line with an ATXN2-luciferase reporter) viability, CellTiter-Fluor protease fluorescence, 24 h; Potency, µM (series often up to 56.7 µM), hits mostly cytotoxic; AID 651635; 400,000 compounds, 0.49% hits; also: potency is read from the fitted curve at half-maximal effect; nearly all actives have a fitted effect of over 40% in size
# IL-2 act – activators of IL-2 | IL-2 activation reporter assay, cell-based qHTS; stimulated with anti-CD3/CD4/CD28 beads; in transgenic mouse T cells | activation, % (series mostly up to about 46 µM) | 360,000 compounds, 0.065% hits; in the data active = activation above about 50%; inconclusive = mostly about 30% to 49%; also: 0% is about no effect
#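 Unstimulated transgenic mouse T cells preincubated 60 min with compound, then stimulated with anti-CD3/anti-CD4-coated beads plus anti-CD28 for 18 h at 37 degrees C. IL-2 response read as EGFP and DsRed fluorescence by plate cytometry.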
# Nrf2 activator – activates Nrf2 signaling | AID 624171 | AREc32 ARE-luciferase reporter (MCF7-derived line), luminescence, 24 h | Potency, µM (top dose mostly 46.1 µM), for the others: at the top dose activation, actives largely listed as activators | 410,000 compounds, 0.31% hits; also: potency is read from the fitted curve at half-maximal effect; % of control where 0% means no effect; nearly all actives have a fitted effect of over 65% in size
#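 AREc32 cells carrying an ARE-driven firefly luciferase, 1000 cells/well in OPTI-MEM with 5% FBS, dosed after overnight attachment and incubated 24 hr at 37 deg C. Steady-Glo luminescence read after 30 min at RT.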
# HepG2 viability – kills HepG2 cells in TGF-b inhibitor counter-screen. HepG2 CAGA-GFP viability, ATP luminescence, 18 h. AID 588856. 410,000 compounds, 0.76% hits. Potency, µM (series often up to 46.1 µM), without a hit: top-dose activity change, negative = cytotoxicity, actives largely listed as cytotoxic; also: potency is read from the fitted curve at half-maximal effect; some results filed as inactive show a strong effect at the top dose
#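 HepG2 CAGA-GFP cells (1000/well, DMEM with 1% FBS) received compound, then TGF-beta at 500 pg/mL final, and were incubated 18 hours at 37 degrees C. Viability was read by CellTiter-Glo luminescence. Media-only wells were set as complete cell-killing and DMSO as no toxicity.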
# ATXN2 expr inh – ATXN2 expression inhibition; HEK-293 ATXN2-luciferase reporter, luminescence, 24 h; 360,000 compounds, 0.72% hits; Potency, µM (series often up to 57 µM), for the others: at the top dose activity change, negative = inhibition, usual class: inhibitors; also: potency is read from the fitted curve at half-maximal effect; % is scaled to controls: 0 for no effect and ±100 for the full control effect; nearly all actives have a fitted effect of over 55% in size
#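 qHTS (up to 57 uM final) was run with 24 h compound exposure of reporter cells at 37 °C. Each well was multiplexed: SteadyGlo luminescence measured ATXN2-luciferase expression after a fluorogenic Gly-Phe-AFC viability readout (25 uM final).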
# TGFb SMAD3 inh – TGF-b pathway inhibition. 410,000 compounds, 1.2% hits. Potency, µM (top dose mostly 46.1 µM), for inactives: at the top dose activity, negative = inhibition, most hits filed as inhibitors. HepG2 CAGA-GFP TGF-b/SMAD3 reporter, GFP fluorescence, 18 h; TGF-beta stimulated, 500 pg/mL final; also: potency is read from the fitted curve at half-maximal effect; % is scaled to controls: 0 for no effect and ±100 for the full control effect; nearly all actives have a fitted effect of over 65% in size
#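 Inhibition of TGF-beta-driven CAGA-GFP reporter expression in HEPG2 cells is measured by cellular GFP fluorescence after 18 h stimulation with 500 pg/mL recombinant TGF-beta in 1% FBS medium at 37 degrees C.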
# An asterisk follows results filed as active; i = inactive; ? = inconclusive; . = not tested or not shown; & = joins results of further samples; [ ] = remark or other dose. Unless noted, calls follow the shape of the dose curve; as a rule, active = well fitted curve in the direction sought with a large enough effect; inconclusive = small, poorly fitted or top-dose-only effect, or another doubt; inactive = no such curve, though single readings can be large; an effect the other way counts as inactive or inconclusive.
SMILES,A549 viability,Nrf2 block,EPAC2 ag,ATXN viability,IL-2 act,Nrf2 activator,HepG2 viability,ATXN2 expr inh,TGFb SMAD3 inh
CC(NC(=O)c1ccc2c(c1)OCO2)C1CCCO1 (configuration not stated),2%,.,0%,i,-2.5,-0.2%,-12%,9%,33%
COc1ccc(NC(=O)C2CCN(S(=O)(=O)c3c(C)noc3C)CC2)cc1,0%,8%,2%,i,-0.5,0.3%,-1%,3%,-1%
Cc1oc2c(c(C)cc3oc(=O)c(CC(=O)NCCc4ccccc4F)c(C)c32)c1C,2%,0%,.,.,.,-0.2%,-17%,.,-19%
O=C(CSc1nnc(NC(=O)Cc2ccc(F)cc2)s1)NCc1ccco1,5%,-5%,5%,i,-1.5,0.3%,-3%,-10%,-5%
CCOc1ccc(S(=O)(=O)c2cc3cccc(OCC)c3oc2=O)cc1,-4%,5%,.,i,.,4.5µM*,-3%,11%,-7%
O=c1cc(O)c2ccccc2n1Cc1ccccc1,-6%,12%,5%,i,1.5,0.3%,-3%,6%,?
O=C(O)c1cncc(SCc2ccccc2)n1,0%,-1%,3%,i,-0.4,-1.5%,10%,-12%,15%
COc1cc(OC)cc(C(=O)NNC(=O)CCC2CCCC2)c1,8%,2%,6%,i,1.3,2.1%,-3%,-14%,1%
O=C(CC(c1ccccc1)c1ccco1)N1CCOCC1 (configuration not stated),-2%,5%,-5%,i,0.3,0.1%,13%,3%,2%
COc1ccccc1OCc1nc2ccccc2n1C,-3%,?,9%,?,0.4,?,-3%,4%,0%
CCCN1C(=O)C(O)(c2c(C)[nH]c3ccccc23)c2ccccc21 (configuration not stated),0%,?,-5%,i,0.7,3.3%,1%,.,-16%
CCOC(=O)c1[nH]c2ccccc2c1NC(=O)c1ccco1,-6%,?,-11%,i,-0.2,0.7%,-9%,-35%,-1%

# A few values from the results shown.
# HepG2 viability, COc1cc(OC)cc(C(=O)NNC(=O)CCC2CCCC2)c1 is entered as -3%
# HepG2 viability, O=C(CC(c1ccccc1)c1ccco1)N1CCOCC1 (configuration not stated) is entered as 13%

# Next section:
SMILES,A549 viability,Nrf2 block,EPAC2 ag,ATXN viability,IL-2 act,Nrf2 activator,HepG2 viability,ATXN2 expr inh,TGFb SMAD3 inh
Cc1cc(C)c2c3c(sc2n1)C(c1cccc(F)c1)C(C#N)=C(N)O3 (configuration not stated),?,?,-14%,i,1.1,?,-41%,-4%,9%
CCn1c(=O)c(=O)n(CC)c2cc(N3CCCCC3)c(NC(=O)c3cccc(F)c3)cc21,2%,12%,.,i,.,-0.6%,1%,-2%,-3%
COc1ccc(OC)c(CNc2ncc(-c3cccc([N+](=O)[O-])c3)n2C)c1,2%,-26%,-3%,i,-0.2,-1.2%,-38%,.,-8%
Cc1cc(NC(=O)C2(C)CCN2C(C)C)c2ccccc2n1 (configuration not stated),.,.,3%,i,-0.4,-0.3%[9.22 µM],-9%,-12%,-4%
Cc1ccc2cccc(NC(=S)NC(=O)c3c(Br)cnn3C)c2n1,-1%,-10%,8%,i,-3.5,13%,-37%,-19%,-4%
C/C=C/c1ccc(OCC(=O)Nc2ccc(C(N)=O)cc2)c(OC)c1,1%,9%,-2%,i,-0.5,-0.3%,-35%,-11%,0%
CC(C(=O)Nc1ccccc1C#N)N1C(=O)NC2(CCCCCC2)C1=O (configuration not stated),5%,3%,12%,i,-0.6,0.3%,-8%,5%,6%
CC(C)CC(C(=O)NC(=O)NCc1ccccc1)N1C(=O)c2ccccc2C1=O (configuration not stated),1%,.,0%,i,-2.4,0.4%,-5%,1%,-8%
CC(Oc1ccc(Br)cc1)C(=O)NCC(c1ccco1)N1CCCCC1 (configuration not stated),6%,-20%,14%,i,0.5,0.0%,-3%,-6%,-4%
O=C(NC1CCN(S(=O)(=O)c2ccc(F)cc2)CC1)c1cccc(F)c1,-1%,-8%,9%,i,2.0,-0.7%,-1%,-9%,-6%
C[C@@H]1C(=O)O[C@H]2[C@H](O)[C@@]34[C@H]5C[C@@H](C(C)(C)C)[C@]36[C@@H](OC(=O)[C@@H]6O)O[C@@]4(C(=O)O5)[C@@]12O,-4%,4%,11%,i,-0.2,-0.5%,-1%,-7%,12%
CNC(=O)CSc1nnc(-c2ccco2)n1-c1ccccc1,-8%,0%,0%,i,-0.1,-0.4%[9.22 µM],0%,7%,6%
Cc1ccccc1CNC(=O)c1cc(COc2ccc(F)cc2F)on1,13%,?,12%,i,-0.9,0.1%,-5%,.,3%
CC(=O)Nc1cccc(-c2ccnc3c2CC(C(=O)Nc2ccc(C(C)C)cc2)O3)c1 (configuration not stated),.,.,4%,?,0.5,3.0%,-7%,?,16%
COC(=O)CC/C(O)=C1/C(=N)CC(C)(C)CC1=O,2%,-7%,-4%,i,4.0,0.2%,-29%,-2%,0%
COc1cc(C(=O)Nc2ccc3c(c2)CCCN3C(=O)c2ccco2)c([N+](=O)[O-])cc1OC,0%,?,10%,i,-2.9,-0.3%,-1%,-11%,?
Cc1ccc(S(=O)(=O)c2c(Nc3ccccc3)sc(C(=O)c3ccc4c(c3)OCO4)c2N)cc1,0%,.,.,i,.,-1.6%,-19%,-13%,0%
O=C(CNS(=O)(=O)c1ccccc1)N1CCN(Cc2ccccc2)CC1,-1%,?,1%,?,1.8,-0.8%,-2%,9%,0%
CCCCC(=O)Nc1c(O)c2ccccc2[nH]c1=O,-5%,8%,-9%,i,-3.2,0.2%,-6%,6%,7%
CCOc1ccc(NC(=O)CSc2nnc(-c3ccco3)n2C)cc1,-1%,-2%,5%,i,-0.2,-0.5%,3%,-1%,5%
COc1ccc(N2CCN(c3ncnc4nc[nH]c34)CC2)cc1,0%,-9%,-2%,i,-2.9,0.4%,-24%,2%,-1%
Cc1cccc(C)c1OCc1cc(C(=O)NC2CCC(O)CC2)no1 (configuration not stated),8%,3%,10%,i,-2.3,-0.2%,0%,3%,-3%
CCOC(=O)C1(CCC(=O)OCc2ccccc2)CCCCC1=O (configuration not stated),2%,12%,16%,i,-5.1,-0.2%,-3%,8%,-9%
COc1cc(Cl)c(NS(=O)(=O)c2cc3[nH]c(=O)c(=O)[nH]c3cc2C)c(OC)c1,11%&3%,?,0%,i,-1.4,0.1%&0.6%,2%&-3%,-3%&3%,23%&-5%

# Part of the list above, as tab-separated lines:
molecule	A549 viability	Nrf2 block	EPAC2 ag	ATXN viability	IL-2 act	Nrf2 activator	HepG2 viability	ATXN2 expr inh	TGFb SMAD3 inh
O=C(CNS(=O)(=O)c1ccccc1)N1CCN(Cc2ccccc2)CC1	-1%	?	1%	?	1.8	-0.8%	-2%	9%	0%
CCCCC(=O)Nc1c(O)c2ccccc2[nH]c1=O	-5%	8%	-9%	i	-3.2	0.2%	-6%	6%	7%

# (more compounds)
SMILES,A549 viability,Nrf2 block,EPAC2 ag,ATXN viability,IL-2 act,Nrf2 activator,HepG2 viability,ATXN2 expr inh,TGFb SMAD3 inh
O=C(Nc1cc2c(cc1Cl)OCCCO2)c1ccccc1,-9%,?,-2%,i,1.0,18%,-6%,65%[activator],-3%
O=C1N[C@@H](c2ccccc2)COC(=O)[C@@H](Cc2ccc(F)cc2)CC/C=C/C[C@@H]1CC(=O)N(CCO)Cc1ccccc1,-25%,?,-1%,18µM*,-0.9,0.7%,0%,?,?
COC(=O)CCN(C(=O)c1cccc([N+](=O)[O-])c1)c1ccccn1,-1%,?,13%,i,-1.1,0.1%,-20%,-6%,-16%
Cc1ccc(NC(=S)N/N=C2\CCCCC2C)cc1 (configuration not stated),-22%,?,14%,i,-3.5,4.7%,-5%,-16%,?
Cc1ccc(S(=O)(=O)n2ccc(=O)[nH]2)cc1,-4%,1%,9%,i,-1.4,-1.1%,20%,4%,19%
O=C1NC[C@H](CCCCN2C[C@H](Cc3ccc(O)cc3)N(Cc3ccccc3)C(=O)C2=O)N(CC2CCCCC2)C1=O,.,.,6%,i,-0.9,0.3%,.,12%,.
CC(C)Cc1cc(C(=O)N2CCN(C(c3ccccc3)c3ccccc3)CC2)no1,14%,11%,9%,i,-1.7,2.4%,-32%,-9%,-6%
CCOCCCNCc1c(Cl)cccc1Cl,3%,-1%,-2%,i,-0.3,-0.5%,5%,-4%,22%
COc1ccc(C(=O)OCCN2CCCCC2)cc1,0%,?,1%,i,-0.5,1.6%,1%,24%,0%
COc1ccc(-n2c(C)nc3cc(C(=O)NCc4ccco4)ccc32)cc1,2%,8%,6%,i,-0.4,0.1%,-1%,6%,8%
O=C(O)C1CCN(S(=O)(=O)c2ccc(Cl)s2)CC1,-4%,-2%,7%,i,0.0,0.5%,-7%,-1%,14%
COc1ccc(CN2CN(c3ccc(Cl)cc3)C(=O)N(n3cnnc3)C2)cc1,0%,4%,7%,?,-1.4,0.0%,2%,-18%,14%
Cc1c(C(=O)NNC(=S)Nc2cccc(Cl)c2)nnn1-c1ccccc1,-3%,9%,-7%,i,-0.3,3.3%,-29%,12%,-48%
Cc1ccc(CNc2nnnn2C)cc1,5%,-14%,4%,i,-0.6,-0.9%,-29%,.,0%
COCCNC(=O)CN(C(=O)c1ccc(N2CCCC2)nc1)c1ccc(F)c(Cl)c1,4%,?,2%,i,0.3,-0.4%,-10%,3%,-10%
Cc1ccc(S(=O)(=O)/C(=C\N(C)C)c2cnc(Cl)s2)cc1,0%,1%,13%,i,0.9,-0.8%,0%,-27%,0%
CCN(C1CCCCC1)S(=O)(=O)c1cn(C)c(=O)n(C)c1=O,4%,8%,25%,i,-3.6,2.4%,-12%,5%,-22%
CCc1cc2c(SCC(=O)C(C#N)=C3N(C)c4ccccc4N3C)ncnc2s1,7%,16%,-4%,i,-0.4,13%,2%,-3%,32%[activator]
O[C@H]1C[C@H](c2ccccc2)N(Cc2cccs2)C[C@@H]1n1cc(C2CC2)nn1,.,.,11%,i,-1.1,3.8%,-91%,-4%,?
